Yfh1-off respiration: mitochondrial function rescue without frataxin homolog – Friedreich's ataxia, plus single-dose screen, dose response (AID 1465). S. cerevisiae Yfh1-off respiration, WST-1 reduction, 72 h; higher fold induction means a stronger effect. one-dose fold induction at 50 µM; EC50 in µM for titrated hits. hit rate 0.074% among 220,000;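 active = fold induction of absorbance versus untreated yeast above a set limit, then at least 30% activation at any dose in follow-up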;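 note: activators that raise dye reduction in frataxin-depleted yeast; strong numbers were not always called active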
MT stabilizer: microtubule stabilizers in HeLa cells; HeLa tubulin immunostaining HCS, 24 h; share of cells brighter than vehicle mean+2SD; % tubulin-high responders, % at 10 µM; hit rate 0.83% among 200,000; AID 2205;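 active = plate Z-score above 3 for both tubulin-high and condensed-nucleus cell shares, with cell loss under 80%, at 10 µM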;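 note: anti alpha tubulin signal scored within the nucleus-defined area of each cell; some results filed as inactive read as strong as hits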
Autophagy HCS: alters autophagy in cells. MEF GFP-LC3 puncta imaging; test concentration mostly 10 µM. calls only at 10 µM (by protocol). hit rate 0.98% among 190,000;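 active = percentage of spot-positive cells more than 3 SD above its plate mean, without a fluorescence outlier flag or 80% toxicity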;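 note: spot-positive cell cutoff set from DMSO-treated cells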
b-catenin transl: alters nuclear translocation of beta-catenin in HeLa cells; immunofluorescence imaging; nuclear translocation activity, % at 5 µM; hit rate 0.3% among 190,000; AID 1665;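 active = nuclear translocation activity above 50% at 5 µM, with a well cell count of 50 or more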;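 note: per-cell ratio of nuclear to cytoplasmic median beta-catenin stain intensity; plate controls were DMSO negative control for no effect and GSK-3 inhibitor IX positive control for full effect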
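assay system = human HeLa cells, endogenous beta-catenin | times = compound treatment 24 h, 37°C, 5% CO2 | detection = Anti-beta-catenin immunofluorescence on PFA-fixed, Triton-permeabilized cells, DAPI nuclei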
M17LAP inhibition: P. falciparum M17LAP inhibitors, primary screen, biochemical, fluorogenic H-Leu-NHMec substrate, 1536-well (AID 1619) | recombinant M17LAP, H-Leu-NHMec fluorogenic kinetic assay; higher % means a stronger effect | inhibition, % at 30 µM, or IC50 in µM where a hit was titrated | hit rate 0.38% among 220,000;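 active = compound inhibiting the enzyme by more than half at any dose during confirmatory dose-response retesting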;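 note: plate controls were full reaction with DMSO carrier for no effect and no enzyme background for full effect; strong numbers were not always called active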
Insulin prom up: MIN6 insulin promoter up-regulation | MIN6 insulin promoter-GFP reporter, high-content imaging; hits give high values | z-score at 5 µM | hit rate 0.3% among 190,000;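 active = z-score above 3 at 5 µM with at least 500 cells counted in the well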
HEK293 NOD2/NF-kB: NOD2 signaling inhibitors, cell-based, luminescence, uHTS, HEK293 (AID 1566) | HEK293 NOD2/NF-kB luciferase reporter, luminescence; higher % means a stronger effect | inhibition, % at 4 µM, or EC50 in µM where a hit was titrated | hit rate 0.63% among 290,000; in the data active = inhibition above about 50%; note: many of its hits are not listed in these tables
Dynein cargo inh: blocks dynein driven cargo transport along microtubules; 3617.4 mouse cells, GR-EGFP nuclear translocation imaging; test concentration mostly 20 µM; stimulated with dexamethasone, 1 µM; hits give low values; AID 1381; hit rate 0.47% among 220,000; z-score, hits read low;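 active = plate z-score of nuclear minus cytoplasmic receptor signal below a set negative limit, without overly bright fluorescence or cell loss, cut at about -3.5 in these data, passing the limit was not always enough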;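 note: z-score of nuclear minus cytoplasmic ring GR-EGFP intensity difference per well; some compounds called inactive have numbers as strong as hits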
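Buffer or medium: Induction medium lacking tetracycline, stripped serum | Also added: Dexamethasone agonist, 1.0 µM final, for 30 min | Timing: 48 h induction, 1 h compound, 30 min dex at 37 °C | Detection: Formaldehyde fixation, Hoechst nuclear stain, 10x automated fluorescence imaging | Measure: Nuclear versus cytoplasmic GR-EGFP signal, averaged per well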
NOD1 inhibition: inhibition of NOD1-driven NF-kB reporter – cell-based, luminescence, uHTS, primary screen (AID 1578); NOD1-driven NF-kB luciferase reporter cells, luminescence; higher % means a stronger effect; inhibition, % at 4 µM, or EC50 in µM where a hit was titrated; hit rate 1% among 290,000; in the data active = inhibition mostly above about 36%, no sharp cut-off; inactive = mostly below about 34%;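 note: HEK-293T reporter cells stimulated with the NOD1 agonist gamma-tri-DAP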
Dynein cargo inh cytoplasmic EGFP: recorded beside Dynein cargo inh, whose call it bears; z-score; measured here: cytoplasmic GR-EGFP intensity; hits give high values
Dynein cargo inh nuclear GR-EGFP: further read-out of Dynein cargo inh, marked with its call; z-score; measured here: nuclear GR-EGFP intensity;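 lower value marks the stronger effect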
Dynein cargo inh cell count: further read-out of Dynein cargo inh, marked with its call; z-score; measured here: cell count per field
Insulin prom up cell count: also measured in Insulin prom up; calls as there; cell count; measured here: cytotoxicity, nuclei count;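 total cells summed across four imaged fields per well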
b-catenin transl cell count 5 µM: further read-out of b-catenin transl, marked with its call; cell count; measured here: cell count, cytotoxicity flag
MT stabilizer Hoechst-high %: second read-out of MT stabilizer, no call of its own (marks repeat the call); % Hoechst-high responders; measured here: nuclear condensation Hoechst responders;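 share of cells brighter than vehicle mean plus two SD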
MT stabilizer cytotoxicity %: further read-out of MT stabilizer, marked with its call; toxicity, %; measured here: cytotoxicity by cell density;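 0% = mean cell density of plate MIN control wells and 100% = no cells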
Autophagy HCS cell loss 18 h: further read-out of Autophagy HCS, marked with its call; toxicity, %; measured here: cell loss, nuclei count;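 cell loss after 18 h compound exposure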
Active calls of the source: *; i = inactive; . = not tested or not shown. Not all compounds are listed; the hit share may differ from the screen's.

Each structure is followed by: Yfh1-off respiration	MT stabilizer	MT stabilizer Hoechst-high %	MT stabilizer cytotoxicity %	Autophagy HCS	Autophagy HCS cell loss 18 h	b-catenin transl	b-catenin transl cell count 5 µM	M17LAP inhibition	Insulin prom up	Insulin prom up cell count	HEK293 NOD2/NF-kB	Dynein cargo inh	Dynein cargo inh cytoplasmic EGFP	Dynein cargo inh nuclear GR-EGFP	Dynein cargo inh cell count	NOD1 inhibition
#1 CCCCN(CCNP(=O)(OCC)OCC)CP(=O)(OCC)OCC
    i	2.7	1.2	5.7	i	-30	1.1	1327	-4%	2.1	1642	16%	0.44	-0.19	1.2	-0.4	4%
#2 CCOC(=O)NC1(C(F)(F)F)NC(=O)N(c2cccc(C(F)(F)F)c2)C1=O (stereo not given)
    i	3.3	3.3	5.4	i	-15	-1.6	1078	-24%	-1	1525	10%	-0.21	-0.32	-0.35	0.14	-14%
#3 CCc1cccc(C)c1N1C(=O)CC(C)(C)CC1=O
    i	.	.	.	.	.	0.1	1179	5%	-0.06	1123	23%	0.28	-0.14	0.57	-0.16	-4%
#4 CCn1cc(C(=O)NCCc2ccccc2)c(=O)c2cc(F)c(N3CCN(C)CC3)cc21
    i	3.5	1.2	1.3	i	0	0.5	923	-19%	0.2	1027	19%	-0.17	0.25	-0.62	-0.84	-30%
#5 O=C(O)C1CCC(Cn2c(SCc3cc(=O)n4cc(Cl)ccc4n3)nc3ccsc3c2=O)CC1 (stereo not given)
    i	1.3	2.0	5.8	i	-12	-0.4	584	4%	.	.	19%	-0.2	-0.29	-0.1	0.5	-13%
#6 COc1ccc(C(=O)N/C(=C\c2ccc([N+](=O)[O-])cc2)C(=O)NC(CCSC)C(=O)O)cc1 (stereo not given)
    i	1.6	1.3	5.1	i	-11	0.1	1056	36%	-0.03	1253	-6%	0.28	-0.25	-0.2	0.31	-18%
#7 Cc1ccc(NC2=NCC(=O)N2CCc2ccccc2)cc1C
    i	3.3	1.7	6.2	i	1	0.5	1087	11%	-0.19	1969	-1%	0.032	-0.15	0.27	-0.86	-28%
#8 CC(=O)OC[C@H]1O[C@@H](O/N=C(\C)CCN2CCCCc3nc(C)c(C)cc32)[C@H](OC(C)=O)[C@@H](OC(C)=O)[C@@H]1OC(C)=O
    .	2.6	3.0	9.5	i	5	.	.	6%	-0.21	1200	9%	0.24	-0.28	0.41	0.7	-2%
#9 CNS(=O)(=O)c1ccc2c(c1)oc(=O)c1cc(S(=O)(=O)NC)ccc12
    i	3.1	1.0	3.0	i	1	-0.3	1015	7%	-0.64	1151	5%	0.3	-0.33	0.19	0.017	-17%
#10 Clc1ccccc1C1=CC(c2ccco2)n2nnnc2N1 (stereo not given)
    i	2.9	2.5	4.0	i	26	-1.7	1187	-3%	0.08	1339	13%	0.36	-0.24	0.3	-0.02	-41%
#11 CCOCCOc1cccc(C(=O)NC(c2ccccc2)C(C)C)c1 (stereo not given)
    i	2.4	1.9	13	i	-30	-4.6	1088	-4%	1.5	1587	8%	0.83	-0.24	0.41	-0.23	-40%
#12 CN(c1ccccc1)c1nc(N)c([N+](=O)[O-])c(NCCO)n1
    i	.	.	.	.	.	-3.9	1195	0%	0.24	1329	15%	0.02	-0.3	-0.057	0.0033	-8%
#13 CCCC(=O)Nc1ccc2c(c1)nc(CN1CCN(C(C)=O)CC1)n2C
    i	2.5	1.6	4.9	i	10	-0.3	1349	4%	-0.2	1705	13%	-0.32	-0.2	0.59	0.18	12%
#14 O=C1N(c2ccccc2)C2CS(=O)(=O)CC2N1c1ccc(Br)cc1 (stereo not given)
    i	1.7	2.4	2.4	i	-3	-0.3	1035	2%	0.07	1646	2%	-0.33	-0.25	-0.13	-0.52	-28%
#15 CCOC(=O)c1ccc(NC(=S)NCCC2=CCCCC2)cc1
    i	5.4	1.5	8.5	i	6	2.8	1002	-7%	-0.62	1287	-6%	-0.57	0.26	-0.12	-1.6	19%
#16 COc1cc(CC(=O)Nc2ccc(N3CCOCC3)cc2)cc(OC)c1OC
    i	2.3	1.7	6.0	i	-7	-0.5	947	-7%	1.3	1590	7%	-0.5	-0.2	-0.26	0.85	-41%
#17 COc1cccc(C2=NN(C(=O)CCCC(=O)O)C(c3cccs3)C2)c1 (stereo not given)
    i	.	.	.	.	.	-0.6	1299	-4%	0.4	1202	15%	-0.59	-0.23	-0.69	1.1	-6%
#18 COC(=O)c1cc(=O)n(Cc2ccc(OC)c(OC)c2)c(=Nc2ccc(F)cc2)s1
    i	4.5	12	17	i	4	.	.	-6%	0.56	927	-19%	-4.3*	0.73*	-2.2*	0.1*	36%
#19 CCC(=O)N1CCc2cc(S(=O)(=O)N3CCc4ccccc43)ccc21
    .	3.1	1.7	11	i	-6	-4.1	1124	-4%	0.31	856	4%	-0.37	-0.14	0.43	1.1	8%
#20 Nc1cc(C(=O)N/N=C/c2cccc([N+](=O)[O-])c2)n[nH]c1=O
    i	.	.	.	.	.	0.0	1337	7%	-0.25	1033	4%	-0.73	-0.25	0.2	0.49	0%
#21 COc1cc2cc(CN(CCc3ccccc3C)C(=S)NCCCN(C)C)c(=O)[nH]c2cc1OC
    i	2.8	2.7	11	i	-2	-0.3	1111	-29%	0.62	1419	16%	0.17	-0.2	0.41	0.21	-51%
#22 COc1ccccc1CC(=O)Nc1ccc2c(c1)CCC2
    i	2.8	2.1	5.0	i	-4	0.9	1007	15%	-0.43	1290	13%	1.9	-0.06	1.4	-0.96	-15%
#23 CC1CCCN(C(=O)c2cc3c(-c4ccc(Cl)cc4)nn(C)c3s2)C1 (stereo not given)
    i	5.8	2.1	7.4	.	.	1.8	972	2%	-1.2	1147	19%	-0.82	-0.24	-0.26	0.12	5%
#24 COc1ncccc1-c1nnn(-c2ccc(Cl)c(Cl)c2)n1
    i	2.3	2.1	9.9	i	5	-1.7	1161	-3%	0.13	1364	-85%	-0.52	-0.24	0.048	0.17	0%
#25 Nc1ccc(C(=O)Nc2nccs2)cc1
    i	1.4	2.8	4.5	i	4	-2.8	1004	5%	1.9	1075	-42%	-0.41	-0.31	-0.04	0.52	-46%

Screening data: PubChem BioAssay, several laboratories
